# Screening data deposited in PubChem by National Center for Advancing Translational Sciences (NCATS).
# EPAC2 antagonist: blocks human EPAC2 exchange factor. Q8WZA2. EPAC2 GEF exchange of Rap1B-BODIPY-GDP, fluorescence. Potency, µM (top dose mostly 114 µM), inactives show top-dose activity, negative = inhibition, hits mostly inhibitors. hit rate 0.18% among 360,000; note: % is set by controls: 0 for no effect and ±100 for the full control effect; nearly all actives have a fitted effect of over 45% in size; many of its hits are not listed in these tables
# aSyn yeast inh: alpha-synuclein toxicity inhibition in yeast. Yeast expressing alpha-synuclein, growth rescue, BacTiter-Glo, 24 h. Potency, µM (highest dose often 46.1 µM), without a hit: top-dose growth rescue (activation), hits mostly activators. hit rate 0.14% among 370,000. AID 652106; note: % of control where 0% means no effect; nearly all actives have a fitted effect of over 65% in size
#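 Galactose-induced alpha-syn yeast (OD600=0.02, raffinose-pregrown) + pinned cpd, 24 hr, 30 deg C; growth by BacTiter-Glo luminescence. Growth restoration scores as activation.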
# FUS yeast rescue: suppressors of FUS proteinopathy in yeast; S. cerevisiae FUS-expressing, growth rescue, OD600, 24 h; Potency, µM (top dose mostly 76.6 µM), inactives show top-dose growth rescue (activation), actives largely listed as activators; hit rate 0.24% among 390,000;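 note: plate controls were DMSO vehicle for no effect and reference control for full effect; nearly all actives have a fitted effect of over 55% in size; some results filed as inactive show a strong effect at the top dose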
#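 Yeast expressing FUS under galactose induction, OD 0.005 in 2% galactose medium; compounds in a dilution series, 24 h at 30C. Growth rescue by absorbance at 600 nm; CP55940 positive control, DMSO negative.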
# EPAC1 antagonist: EPAC1 (human) antagonism. EPAC1 GEF assay, Rap1b-BODIPY-GDP exchange fluorescence. Potency, µM (series often up to 115 µM), for the others: top-dose activity change, negative = inhibition, usual class: inhibitors. hit rate 0.14% among 360,000. AID 720709;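 note: plate controls were vehicle for no effect and positive control for full effect; nearly all actives have a fitted effect of over 50% in size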
# Target sequence (O95398 whole entry, looked up): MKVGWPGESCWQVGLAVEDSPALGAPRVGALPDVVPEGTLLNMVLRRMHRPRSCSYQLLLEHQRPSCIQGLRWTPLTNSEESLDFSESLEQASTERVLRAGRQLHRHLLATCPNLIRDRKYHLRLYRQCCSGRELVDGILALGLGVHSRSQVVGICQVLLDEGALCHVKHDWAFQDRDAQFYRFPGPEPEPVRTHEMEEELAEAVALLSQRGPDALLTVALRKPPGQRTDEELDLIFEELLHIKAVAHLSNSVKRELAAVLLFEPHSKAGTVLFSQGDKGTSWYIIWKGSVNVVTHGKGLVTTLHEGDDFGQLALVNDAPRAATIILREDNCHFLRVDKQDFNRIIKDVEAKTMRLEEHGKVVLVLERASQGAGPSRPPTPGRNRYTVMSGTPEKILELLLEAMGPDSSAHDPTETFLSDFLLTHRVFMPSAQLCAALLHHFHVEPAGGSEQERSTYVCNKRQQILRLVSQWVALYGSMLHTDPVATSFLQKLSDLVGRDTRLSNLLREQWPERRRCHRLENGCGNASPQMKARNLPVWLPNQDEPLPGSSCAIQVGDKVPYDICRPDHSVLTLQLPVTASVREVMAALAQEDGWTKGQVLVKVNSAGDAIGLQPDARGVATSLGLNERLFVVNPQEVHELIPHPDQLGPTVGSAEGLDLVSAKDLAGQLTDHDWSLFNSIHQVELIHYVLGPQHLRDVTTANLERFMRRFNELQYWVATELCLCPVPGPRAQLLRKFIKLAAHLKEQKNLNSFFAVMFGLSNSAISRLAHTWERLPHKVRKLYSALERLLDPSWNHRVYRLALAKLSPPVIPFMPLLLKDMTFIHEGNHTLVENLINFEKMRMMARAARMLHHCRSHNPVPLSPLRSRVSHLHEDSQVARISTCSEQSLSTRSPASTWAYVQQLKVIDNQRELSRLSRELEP
# EPAC2 ag: EPAC2 (human) agonism. hit rate 0.079% among 360,000. AID 720711. Potency, µM (series often up to 154 µM), for inactives: at the highest dose activation, usual class: activators. Q8WZA2. EPAC2 activation, biochemical qHTS; response scale: 100% = 6.5 mM cAMP response; note: nearly all actives have a fitted effect of over 50% in size
#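 Fluorescence exchange assay: 100 nM EPAC2 with 250 nM RAP1B-BODIPY-GDP and 50 uM GDP; compounds tested as a concentration-titration series (qHTS). Loss of Rap1-bound BODIPY-GDP fluorescence read at 480/540 nm; data normalized to 6.5 mM cAMP.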
# EPAC1 ag: EPAC1 (human) agonism | EPAC1 agonist qHTS, biochemical assay; response scale: 100% = response to 6.5 mM cAMP | Potency, µM (highest dose often 154 µM), for inactives: at the highest dose activation, actives largely listed as activators | O95398 | hit rate 0.073% among 360,000 | AID 720707; note: nearly all actives have a fitted effect of over 60% in size
#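 Compounds were pinned as a concentration titration into mixtures of EPAC1 (100 nM), BODIPY-GDP-loaded Rap1B (250 nM) and GDP (50 uM). After 5 min at room temperature, fluorescence was followed for 30 min; activity was scaled to 6.5 mM cAMP.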
# TDP-43 yeast inh: TDP-43 toxicity inhibition in yeast. hit rate 1.8% among 410,000. Potency, µM (doses to about 46.1 µM), for inactives: top-dose growth rescue (activation), hits mostly activators. TDP-43 expressing yeast growth rescue, BacTiter-Glo, 24 h; note: % of control where 0% means no effect; nearly all actives have a fitted effect of over 50% in size
#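 Growth rescue of TDP-43-toxic yeast measured as ATP luminescence (BacTiter-Glo). Cells grown to mid-log in raffinose, induced in galactose at OD600=0.02, exposed to compound 24 hr at 30 deg C.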
# PTHR1 ag: agonists of human PTHR1 parathyroid hormone receptor | Q03431 | HEK293 GP2 PTHR1 cells, GloSensor cAMP luminescence, 1 h | hit rate 0.075% among 410,000 | Potency, µM (series often up to 115 µM), for the others: at the top dose activation, most hits filed as activators; note: nearly all actives have a fitted effect of over 55% in size; some results filed as inactive show a strong effect at the top dose; inactives centre near -15; many of its hits are not listed in these tables
#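 HEK-293-derived GP2 cells expressing PTHR1 and a GloSensor cAMP reporter, 3,000/well, plated overnight, given luciferin plus IBMX (each 0.5 mM as added) for 1 h at 37 °C, then compound for 1 h at 37 °C. Luminescence was read after 15 min at room temperature.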
# Active calls of the source: *; i = inactive; ? = inconclusive; / = not tested or not shown; [ ] = remark or other dose. Calls come from the whole dose curve; as a rule, active = well fitted curve in the direction sought with a large enough effect; inconclusive = small, poorly fitted or top-dose-only effect, or another doubt; inactive = no such curve, though single readings can be large; an effect the other way counts as inactive or inconclusive. Potency is the fitted concentration of half-maximal effect. A portion of the library; rates above refer to the full screens.
no.	SMILES	EPAC2 antagonist	aSyn yeast inh	FUS yeast rescue	EPAC1 antagonist
1	CCOc1ccc(S(=O)(=O)Nc2cc(SCC(=O)O)c(O)c3ccccc23)cc1	-4%	-10%	-1%	89µM*
2	CCCc1ncc(C[n+]2ccccc2C)c(N)n1	6%	-3%	-38%	-3%
3	C#CCOCCOCCOCCNc1nc(N2CCN(C(=O)[C@H](CCC(=O)O)n3cc([C@@H](N)CCCCN)nn3)CC2)nc(N2CCN(C(=O)[C@H](CCCCN)n3cc([C@@H](N)CC(N)=O)nn3)CC2)n1	21%	1%	-18%	2%
4	CC(C)C[C@@H](COc1ccccc1)N1CCN(CC(C)C)CCC1=O	5%	0%	-11%	-8%
5	Cc1ccc(NC(=O)c2ccc(Cl)cc2Cl)cc1O	-11%	6%	-10%	2%
6	COc1cc(OC)c(C(=O)OCC(=O)c2cc(C)n(CC3CCCO3)c2C)cc1OC (configuration not stated)	-3%	2%	26%	-18%
7	Cc1ccccc1C(=O)Nc1ccnn1C1CCN(C(C)Cc2ccccc2F)CC1 (configuration not stated)	-5%	-1%	4%	7%
8	CCCc1ccc2oc(C(=O)N(C)Cc3nccs3)c(C)c2c1	?	1%	25%	11%
9	COc1ccc(/C(N)=N/OC(=O)CCc2ccccc2)cc1	8%	1%	-19%	2%
10	CCN(CC(=O)NCc1ccc(F)cc1)C(=O)Cc1ccc(OC)cc1	-3%	-8%	6%	-9%
11	O=C(NCc1ccccc1)c1ccccc1	0%	1%	-33%	-11%
12	CCc1cc(C=C(Cl)Cl)oc(=O)c1C	4%	7%	16%	10%
13	CCn1cc(SCC(=O)Nc2cc(C)on2)c2ccccc21	2%	5%	-18%	14%
14	COc1cccc(CNC(=O)[C@@H]2CCCN2C(=O)OC(C)(C)C)c1	3%	-3%	-7%	9%
15	CCCNC(=O)c1cc(C)no1	0%	-4%	21%	-7%

no.	EPAC2 ag	EPAC1 ag	TDP-43 yeast inh	PTHR1 ag
1	11%	28%	17%	i
2	5%	-14%	25%	i
3	-1%	-5%	0%	-23%
4	-3%	-17%	12%	i
5	0%	2%	7%	-22%
6	3%	5%	24%	i
7	-2%	7%	-5%	-22%
8	9%	-1%	10%	-2%
9	3%	3%	?	-11%
10	-1%	1%	?	-21%
11	1%	1%	19%	-11%
12	4%	0%	-6%	-21%[57.5 µM]
13	4%	0%	?	i
14	9%	7%	3%	-9%
15	0%	0%	-8%	-38%

# Excerpt: compounds 13–15
no.	SMILES	EPAC2 antagonist	aSyn yeast inh	FUS yeast rescue	EPAC1 antagonist
13	CCn1cc(SCC(=O)Nc2cc(C)on2)c2ccccc21	2%	5%	-18%	14%
14	COc1cccc(CNC(=O)[C@@H]2CCCN2C(=O)OC(C)(C)C)c1	3%	-3%	-7%	9%
15	CCCNC(=O)c1cc(C)no1	0%	-4%	21%	-7%

no.	EPAC2 ag	EPAC1 ag	TDP-43 yeast inh	PTHR1 ag
13	4%	0%	?	i
14	9%	7%	3%	-9%
15	0%	0%	-8%	-38%

# Additional compounds follow.
no.	SMILES	EPAC2 antagonist	aSyn yeast inh	FUS yeast rescue	EPAC1 antagonist
16	O=C1CCCCCCCN1Cc1ccccc1	6%	7%	0%	-2%
17	CCOc1ncccc1C(=O)OCC(=O)Nc1ccc(C)c(S(=O)(=O)N(C)C)c1	-13%	-3%	22%	2%
18	CC(C)=CCN1CCN(Cc2ccc(C#CC(C)(C)O)cc2)CC1CCO (configuration not stated)	4%	-2%	-3%	10%
19	Cc1c(NC(=O)CSCc2ccc(Cl)cc2Cl)cccc1C(=O)O	1%	10%	16%	-18%
20	CC(=O)c1ccc(OCCN2CCOCC2)cc1	15%	-13%	18%	5%
21	COc1ccnc(Oc2ccc(F)cc2)c1C(=O)N/C=N/OCc1c(Cl)cccc1Cl	-6%	-1%	12%	5%
22	COc1ccccc1NC(=O)CSc1nnc(Cc2cccn2C)n1CCc1ccccc1	-3%	2%	?	-29%
23	CSc1ccccc1NC(=O)Cn1nnc(-c2ccc(S(C)(=O)=O)cc2)n1	2%	1%	0%	11%
24	COCCCNC(=O)c1ccc(S(=O)(=O)c2ccc(Cl)cc2)c(NC(C)=O)c1	1%	1%	13%	1%
25	CCOc1nc(OCC)nc(N2CCC(C)CC2)n1	-3%	1%	6%	-5%
26	COc1ccc(CNC(=O)C(C)N(C)Cc2cccc(F)c2)cc1 (configuration not stated)	-17%	0%	-38%	-10%
27	CC(C)C[C@H](NC(=O)c1nc[nH]c1C(=O)NC1CCNCC1)C(=O)OC(C)(C)C	4%	4%	-11%	-4%
28	CC[n+]1c(C)n(-c2ccccc2)c2ccc(NC(C)=O)cc21	1%	-1%	7%	-5%
29	CCOC(=O)N1CCC(NC(=O)c2ccc(CS(=O)c3ccc(Cl)cc3)o2)CC1 (configuration not stated)	1%	-3%	-10%	-4%
30	CC(=O)N1CCN(S(=O)(=O)c2cccc(C(=O)Nc3ccccc3N3CCCC3)c2)CC1	?	-4%	33%	-9%

no.	EPAC2 ag	EPAC1 ag	TDP-43 yeast inh	PTHR1 ag
16	5%	7%	19%	-9%
17	6%	-1%	-16%[0.397 µM]	-10%
18	1%	-1%	-15%	-13%
19	6%	0%	5%	-43%[inhibitor]
20	9%	6%	-13%	i
21	17%	?	-19%	i
22	10%	15%	-6%	i
23	2%	-6%	7%	i
24	3%	-9%	13%	-1%
25	-4%	1%	10%	-13%
26	6%	1%	6%	-57%[inhibitor]
27	-5%	-8%	4%	-21%
28	7%	8%	1%	-20%
29	5%	4%	-13%	-10%
30	-7%	3%	-4%	-9%

# Continued; the last 2 above are carried over.
no.	SMILES	EPAC2 antagonist	aSyn yeast inh	FUS yeast rescue	EPAC1 antagonist
29	CCOC(=O)N1CCC(NC(=O)c2ccc(CS(=O)c3ccc(Cl)cc3)o2)CC1 (configuration not stated)	1%	-3%	-10%	-4%
30	CC(=O)N1CCN(S(=O)(=O)c2cccc(C(=O)Nc3ccccc3N3CCCC3)c2)CC1	?	-4%	33%	-9%
31	C/C(=N\NC(=O)c1cc(-c2ccc(O)cc2)nc2ccccc12)c1cccnc1	-5%	0%	32%	-4%
32	CCOC(=O)N1CCC(NC(=O)c2ccc3c(c2)N=C(C)c2ccccc2S3)CC1	4%	0%	?	-4%
33	CC(NC(=O)C1CCC(CNS(=O)(=O)c2ccc3c(c2)C(C)(C)C(=O)N3C)CC1)c1ccccc1 (configuration not stated)	-1%	2%	12%	-1%
34	N#Cc1ccsc1NC(=O)CN1CCCCC1	-1%	-1%	3%	1%
35	CC1(Cc2ccccc2F)C(=O)Nc2c(Cl)ccc(Cl)c21 (configuration not stated)	-14%	11µM*	-8%	-17%
36	CCCCN1C(=O)CCC(C(=O)O)C1c1ccccc1 (configuration not stated)	0%	3%	13%	2%
37	COc1ccccc1CNC(=O)COC(=O)Cn1cnc2ccccc21	6%	-9%	-7%	-25%
38	CCc1cccc(CC)c1NC(=O)CNCc1cccs1	3%	-4%	11%	-4%
39	Cn1cc(CN2CCC(O)CC2)c(-c2ccc(Oc3ccccc3)cc2)n1	-5%	1%	-19%	1%
40	Cc1cc(-c2ccccc2)[nH]c(=O)c1S(=O)(=O)c1ccccc1	-2%	-2%	39%	6%
41	Cc1ccc(C(=O)OCC(=O)NCc2cccs2)cc1	4%	0%	-23%	-10%
42	CCc1ccc(CNC(=O)C(=O)NCCc2ccc(OC)c(OC)c2)cc1	11%	-4%	43%	5%
43	N=c1c2c(n(Cc3ccc(F)cc3)c3c1CCC3)CCC2	-11%	-6%	2%	-6%
44	Cn1c(C(O)c2ccccc2)nc(Cl)c1Cl (configuration not stated)	3%	-8%	24%	13%
45	CCCCc1ccc(NC(=S)NCc2ccc(OC)cc2)cc1	-2%[57.1 µM]	-11%	0%	-15%

no.	EPAC2 ag	EPAC1 ag	TDP-43 yeast inh	PTHR1 ag
29	5%	4%	-13%	-10%
30	-7%	3%	-4%	-9%
31	12%	-18%	-13%	-9%
32	-3%	2%	27%	-21%
33	5%	-8%	18%	-29%
34	4%	1%	16%	-19%[57.5 µM]
35	14%	-7%	2%	-76%[inhibitor]
36	10%	4%	0%	i
37	13%	3%	14%	15%
38	3%	-2%	0%	-31%[inhibitor]
39	5%	7%	-3%	-12%
40	13%	7%	13%	-14%
41	0%	-1%	25%	i
42	-7%	-5%	-10%	-10%[57.5 µM]
43	-1%	6%	-12%	i
44	-4%	7%	-9%	-28%[57.5 µM]
45	15%	-6%	10%	-44%[inhibitor]

# Individual results from above.
# compound 33 in EPAC2 ag is listed with 5%
# compound 27 in EPAC2 ag is listed with -5%
# compound 43 in EPAC2 antagonist is listed with -11%
# compound 20 in TDP-43 yeast inh is listed with -13%

# Following part:
no.	SMILES	EPAC2 antagonist	aSyn yeast inh	FUS yeast rescue	EPAC1 antagonist
46	CCn1nnnc1SCC(=O)Nc1nc(-c2cccs2)cs1	-1%	-5%	16%	-4%
47	CSc1ccc(-c2nc(CSCC(=O)NCCCN3CCOCC3)c(C)o2)cc1	2%	-2%	9%	9%
48	Oc1cccnc1SCc1ccccc1	0%	4%	41%	-13%
49	COCCCNc1nc2ccccc2nc1NS(=O)(=O)c1ccc(OC)cc1	0%	8%	21%	-6%
50	CCCCc1cc(=O)oc2cc(O)cc(O)c12	?	-6%	8%	-3%
51	O=C(Cn1ncc2c1-c1ccccc1OC2)N1CCN(Cc2ccccc2)CC1	-8%	17%	0%	7%
52	O=C(c1ccc(N2CCCCC2)c([N+](=O)[O-])c1)N(Cc1ccccc1)c1ccccn1	-4%	-5%	24%	1%
53	CCOCCOC(=O)COc1ccc2c(-c3ccccc3)cc(=O)oc2c1	19%	1%	/	4%
54	COc1ccc(C(CNC(=O)CSc2ccc(Br)cc2C)N2CCOCC2)cc1 (configuration not stated)	-1%	0%	11%	-6%
55	NC(=O)COC(=O)c1ccccc1OCc1ccc(Cl)cc1	-1%	-1%	0%	9%

no.	EPAC2 ag	EPAC1 ag	TDP-43 yeast inh	PTHR1 ag
46	10%	5%	8%	-29%
47	7%	6%	7%	-8%[57.5 µM]
48	1%	-7%	?	-22%
49	-3%	-6%	?	i
50	13%	5%	-9%	-15%
51	-6%	0%	-16%	-28%
52	3%	11%	?	-18%
53	13%	-8%	-6%	-3%
54	2%	-15%	15%	-28%
55	3%	2%	18%	i
